Screening data deposited in PubChem BioAssay by National Center for Advancing Translational Sciences (NCATS).
FLuc modulator: inhibits or activates purified firefly luciferase, miR-21 counter-screen; P08659; purified FLuc, Km substrates, luminescence inhibition; Potency, µM (doses to about 57.5 µM), for the others: top-dose activity change, negative = inhibition, actives largely listed as inhibitors; actives 6.9% (n = 360,000); AID 588342;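 note: potency is the fitted concentration of half-maximal effect; plate controls were vehicle for no effect and reference inhibitor for full effect; nearly all actives have a fitted effect of over 55% in size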
Target sequence (P08659 whole entry, looked up): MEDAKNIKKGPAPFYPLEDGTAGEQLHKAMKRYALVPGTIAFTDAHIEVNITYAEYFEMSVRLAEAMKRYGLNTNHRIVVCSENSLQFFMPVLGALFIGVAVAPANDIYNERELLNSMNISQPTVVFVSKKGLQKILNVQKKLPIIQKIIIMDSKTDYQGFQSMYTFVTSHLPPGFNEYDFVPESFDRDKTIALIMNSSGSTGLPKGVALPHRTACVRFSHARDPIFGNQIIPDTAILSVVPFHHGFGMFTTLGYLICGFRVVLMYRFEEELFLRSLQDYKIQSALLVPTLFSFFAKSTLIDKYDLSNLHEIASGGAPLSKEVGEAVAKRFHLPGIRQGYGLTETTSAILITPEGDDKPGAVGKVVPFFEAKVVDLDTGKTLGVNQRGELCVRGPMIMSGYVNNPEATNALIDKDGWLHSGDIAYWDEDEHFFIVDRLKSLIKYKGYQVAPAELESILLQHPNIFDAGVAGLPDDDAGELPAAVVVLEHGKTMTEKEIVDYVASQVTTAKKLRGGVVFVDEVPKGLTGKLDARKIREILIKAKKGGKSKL
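Biochemical qHTS of compounds, final roughly 60 µM downward over six points, against 10 nM purified firefly luciferase using Km concentrations of substrates (10 uM D-luciferin, 10 uM ATP) in Tris acetate pH 7.5 buffer; luminescence output.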
KCNH2 3.1 inh: KCNH2 3.1 (human) potassium channel inhibition. U2OS KCNH2 3.1, thallium flux FluxOr; active compounds read low. activity change, % (tested at about 1.8 µM). actives 0.95% (n = 340,000). AID 720553;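 active = maximum activity change below -70%; inconclusive = maximum activity change from -70% to -50%; inactive = maximum activity change above -50%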;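 note: thallium influx rate constant from kinetic fluorescence after stimulation buffer; % is set by controls: 0 for no effect and ±100 for the full control effect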
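Thallium flux read-out: FluxOr dye with Red40 quencher in HBSS/HEPES, 45 min at RT. Rate constants from kinetic reads were normalized to positive and negative DMSO controls. Cells: U2OS virally expressing the 3.1 isoform.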
Rab9 prom act: Rab9 promoter activation; Huh7 Rab9 promoter-luciferase reporter, luminescence, 24 h; Potency, µM (titrated, usually from 9.22 µM), without a hit: top-dose activation, negative = inhibition, actives largely listed as activators; actives 2.8% (n = 320,000); note: potency is the fitted concentration of half-maximal effect; % of control where 0% means no effect; nearly all actives have a fitted effect of over 60% in size
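Luciferase signal after 10 min detection reagent at ambient indicates Rab9 promoter upregulation; stably transfected Huh7 cells were treated 24 h with compound in DMSO at 37 °C, 5% CO2.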
Menin MLL FP TR: menin-MLL binding inhibition, Texas Red mutant peptide. O00255. Menin + Texas Red MLL mutant peptide, fluorescence polarization. Potency, µM (doses to about 61.6 µM), for the others: at the highest dose FP activity change, negative = inhibition, most hits filed as inhibitors. actives 0.23% (n = 270,000); active = well fitted inhibition curve with a large enough effect in the polarisation, with a control signal flat, not every such curve was filed as active; inconclusive = small, poorly fitted or top-dose-only effect, or effect the other way, or a change in a side signal; inactive = no such curve, though single readings can be large or run the other way; the % refers to the polarisation; note: potency is the fitted concentration of half-maximal effect; % of control where 0% means no effect; many of its hits are not listed in these tables
MBNL1-CUG inh: MBNL1-poly(CUG) RNA binding inhibition | Potency, µM (top dose mostly 57.5 µM), without a hit: at the top dose activity change, negative = inhibition, hits mostly inhibitors | TR-FRET MBNL1-His/biotin-(CUG)12 binding, 665/545 ratio | AID 2675 | actives 0.036% (n = 280,000) | Q9NR56; active = well fitted inhibition curve with a large enough effect in the signal ratio, with a control signal flat, not every such curve was filed as active; inconclusive = small, poorly fitted or top-dose-only effect, or effect the other way, or a change in a side signal; inactive = no such curve, though single readings can be large or run the other way; the % refers to the signal ratio; note: potency is the fitted concentration of half-maximal effect; % is set by controls: 0 for no effect and ±100 for the full control effect
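MBNL1-His + Biotin-(CUG)12, cpd titration 92 nM–58 uM; Tb anti-His Ab 0.055 ng/ul, SA-XL665 5 nM (final); 60 min RT; ratiometric 665/545 nm, Ex 340 nm; normalized to buffer and full-complex controls.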
Gal4-VP16 FLuc: Gal4-VP16 reporter inhibition counter-screen. Drosophila S2 Gal4-VP16 UAS-luciferase, luminescence, 20 h. actives 3.5% (n = 310,000). AID 2546. Potency, µM (doses to about 53.6 µM), for inactives: at the top dose activity, negative = inhibition, most hits filed as inhibitors;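 note: Gal4-VP16 expression switched on by copper sulfate through the metallothionein promoter; potency is the fitted concentration of half-maximal effect; % is set by controls: 0 for no effect and ±100 for the full control effect; nearly all actives have a fitted effect of over 50% in size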
Mito fusion act: blocks mitochondrial division or promotes mitochondrial fusion; S. cerevisiae fusion-defective mutant growth rescue, CellTiterGlo 48 h; Potency, µM (doses to about 46.1 µM), for the others: top-dose growth rescue (activation), usual class: activators; actives 0.23% (n = 320,000);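 note: potency is the fitted concentration of half-maximal effect; % of control where 0% means no effect; nearly all actives have a fitted effect of over 45% in size; temperature-sensitive fusion mutants such as fzo1-1 at 37 °C on non-fermentable ethanol glycerol medium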
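Temperature-sensitive fusion-defective S. cerevisiae (e.g. fzo1-1, mgm1-5) were grown with compound in YPEG medium (3% ethanol, 3% glycerol) for 48 hours at 37C. Growth rescue was measured as viability by CellTiterGlo luminescence after 10 minutes at ambient.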
NPC1 promoter act: activators of NPC1 promoter; Huh7 NPC1 promoter luciferase reporter, 24 h; Potency, µM (titrated, usually from 9.22 µM), for the others: at the highest dose activation, usual class: activators; actives 2.4% (n = 320,000);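 note: potency is the fitted concentration of half-maximal effect; % of control where 0% means no effect; nearly all actives have a fitted effect of over 60% in size; reporter is driven by a mutant NPC1 promoter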
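NPC1 promoter–luciferase Huh7 cells; 24 h compound; luminescence.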
ELG1 repair inh: blocks ELG1-dependent DNA repair in HEK293T cells; HEK293T ELG1-luciferase reporter, luminescence, 16 h; DNA damage induced by 5-fluorouridine; Potency, µM (highest dose often 46.1 µM), inactives show at the top dose activity change, negative = inhibition, actives largely listed as inhibitors; actives 2.3% (n = 330,000); note: potency is the fitted concentration of half-maximal effect; % is set by controls: 0 for no effect and ±100 for the full control effect; nearly all actives have a fitted effect of over 55% in size
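Step one: seed 2,000 cells per well. Step two: pin-transfer compound or DMSO alongside 5-fluorouridine. Step three: incubate 16 hr, 37 °C, 5% CO2. Step four: add ONE-Glo, wait 30 min, read luminescence.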
PKM2 act: PKM2 (human) enzyme activation; purified PKM2, Kinase-Glo ATP luminescence, activation; response scale: 0% is enzyme alone, no compound; Potency, µM (series often up to 57.5 µM), for inactives: at the top dose activation, hits mostly activators; actives 0.34% (n = 260,000); AID 1631; note: potency is the fitted concentration of half-maximal effect; % is set by controls: 0 for no effect and ±100 for the full control effect; nearly all actives have a fitted effect of over 55% in size
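ATP formation by purified human PK-M2, quantified via coupled luciferase luminescence after 1 h at room temperature with 0.1 mM ADP and 0.5 mM PEP final.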
RORgamma inh: ROR gamma (mouse) transcription inhibition; Drosophila S2 Gal4-RORgamma UAS-luciferase reporter, 20 h; actives 5.4% (n = 310,000); Potency, µM (titrated, usually from 53.6 µM), for the others: at the top dose activity change, negative = inhibition, usual class: inhibitors; AID 2551; note: potency is the fitted concentration of half-maximal effect; % is set by controls: 0 for no effect and ±100 for the full control effect; nearly all actives have a fitted effect of over 60% in size
Target sequence (P51450 whole entry, looked up, the tested form may be a part): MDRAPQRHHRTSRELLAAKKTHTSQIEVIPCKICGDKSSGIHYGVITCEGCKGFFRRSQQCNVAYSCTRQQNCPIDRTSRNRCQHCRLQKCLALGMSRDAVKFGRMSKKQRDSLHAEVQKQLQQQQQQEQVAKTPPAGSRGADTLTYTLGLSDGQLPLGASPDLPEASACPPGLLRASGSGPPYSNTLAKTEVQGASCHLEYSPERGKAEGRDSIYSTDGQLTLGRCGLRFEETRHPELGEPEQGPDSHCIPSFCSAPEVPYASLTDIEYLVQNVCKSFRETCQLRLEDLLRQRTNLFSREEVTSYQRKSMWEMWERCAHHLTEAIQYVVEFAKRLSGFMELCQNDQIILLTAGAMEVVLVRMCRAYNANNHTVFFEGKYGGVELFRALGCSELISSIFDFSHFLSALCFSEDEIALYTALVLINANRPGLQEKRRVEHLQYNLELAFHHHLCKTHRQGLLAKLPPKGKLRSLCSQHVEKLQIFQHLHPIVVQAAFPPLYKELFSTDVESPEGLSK
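Luminescence from a UAS-regulated Photinus luciferase reporter in stably transfected Drosophila Schneider cells is measured; decreased signal marks ROR gamma inhibition. Fusion expression is induced by 700 uM copper sulfate for 20 hr.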
* marks the source's active call; other numbers are inactive results; u = inconclusive; x = no result given; [ ] = another dose, or the depositor's remark. Unless noted, calls come from the whole dose curve; as a rule, active = well fitted curve in the direction sought with a large enough effect; inconclusive = small, poorly fitted or top-dose-only effect, or another doubt; inactive = no such curve, though single readings can be large; an effect the other way counts as inactive or inconclusive. Some of the compounds tested. The share of hits here may be higher or lower than overall.

SMILES	FLuc modulator	KCNH2 3.1 inh	Rab9 prom act	Menin MLL FP TR	MBNL1-CUG inh	Gal4-VP16 FLuc	Mito fusion act	NPC1 promoter act	ELG1 repair inh	PKM2 act	RORgamma inh
OC1(C#CCN2CCOCC2)CCCCC1	2.4%	6.0	9.0%	15.6%	0.9%	-14.5%	-8.1%	0.1%	5.7%	7.9%	18.0%
CSCCC(NC(=O)COc1ccccc1)C(=O)NCc1cccs1 (centres undefined)	-0.7%	9.0	-0.5%	-1.5%	4.9%	x	-2.1%	-1.6%	-5.6%	0.9%	x
CCCCN1C=CC(=C2N=c3cccc([N+](=O)[O-])c3=N2)C=C1	21.3µM*	-2.2	u	-24.2%	u	u	-1.5%	u	u	9.9%	u
Cc1ccc(-n2nc(C)c(NC(=O)CCl)c2C)cc1	-1.6%	-4.2	-33.5%[inhibitor]	-7.7%	1.3%	13.5%	-0.6%	-10.6%	-6.8%	4.4%	u
Cn1nc(C(C)(C)C)c([N+](=O)[O-])c1C(=O)Nc1ccccc1	-1.5%	-1.0	-6.9%	1.9%	-20.0%	1.3%	1.8%	-3.8%	3.1%	-1.0%	u
Cc1c(CC(=O)N[C@@H](CCCNC(N)=O)C(=O)O)c(=O)oc2cc3oc4c(c3cc12)CCCC4	16.9µM*	x	-6.6%	-41.1%	-5.4%	-9.7%	-18.4%	-0.9%	18.0%	x	28.2%
CCOC(=O)c1sc(C)c2c1NC1(CCCCC1)NC2=O	7.7%	6.0	-8.8%	8.4%	12.3%	-16.3%	5.0%	-2.9%	9.5%	-0.7%	-24.4%
Cc1cc(C)c2c(C)c(C(=O)Nc3c(C)n(C)n(-c4ccccc4)c3=O)oc2c1	-2.3%	38.0	-6.0%	0.6%	-10.3%[11.5 µM]	-4.3%	x	-3.2%	u	-8.9%	34.8%
COC(=O)C[n+]1cccc2ccccc21	-3.2%	-1.4	2.1%	-5.4%	u	-4.4%	-6.9%	-0.6%	16.3%	4.6%	13.7%
Cc1noc(C)c1C(=O)NCCCc1ccccc1	0.5%[2.3 µM]	-6.4	0.5%	11.0%	6.1%	-6.2%	1.4%	-3.4%	-0.7%	27.1%	-4.8%
CC(=O)Nc1c(O)nc(SCC(=O)N2CCN(c3ccc(F)cc3)CC2)[nH]c1=O	1.2%	9.7	x	4.8%	7.2%	3.0%	-3.7%	x	x	28.2%	23.7%
CN1C(=O)CC(c2ccccc2)CC1=O	-0.3%	7.8	-4.2%	x	x	x	5.6%	2.8%	6.1%	x	x
CCOC(=O)C1=C(COc2ccccc2)NC(=O)NC1c1ccc(Cl)cc1 (centres undefined)	5.6%	8.1	-2.2%	-9.7%	-1.8%	-5.4%	7.5%	-1.8%	7.3%	2.8%	30.0%
CC(C)OC(=O)CSc1nc2cccnc2n1C1CCCCC1	0.5%	6.3	2.4%	3.4%	3.0%	-18.6%	2.6%	-1.3%	7.1%	-23.4%	-7.9%
C=CCSC1=NC(N)=C(C#N)C2(CCCCC2)C1C(N)=O (centres undefined)	12.2%	11.7	-0.1%	4.0%	u	-7.0%	-0.7%	3.0%	9.4%	-0.3%	10.6%
Cc1nc([N+](=O)[O-])c(Br)n1CC(=O)c1ccc(Cl)cc1	-0.5%	-0.8	-12.7%	4.9%	12.2%	u	-9.5%	-4.5%	-2.2%	0.7%	10µM*
O=C(c1ccccc1NS(=O)(=O)c1ccc(Cl)cc1)N1CCc2ccccc21	-0.9%	1.4	-2.2%	0.5%	-10.4%	-1.3%	u	0.3%	-7.6%	-0.7%	26.8%
Cc1nc(Nc2ccccc2Cl)sc1C(=O)Nc1ccccc1	19µM*	-13.8	-1.0%	14.4%	7.6%	29.5%	15.8µM*	15.7%	4.9%	-13.5%	16.3%
O=C(CS(=O)(=O)c1ccccc1)Nc1ccc(S(=O)(=O)Nc2ccccn2)cc1	-0.4%	3.2	-9.8%	-7.0%	-19.9%	-6.9%	0.0%	-2.2%	5.2%	3.9%	-2.1%
CCCCC(O)(CCCC)C(=O)NN(C(=O)OC)c1ccccc1	-5.6%	7.3	-18.1%	-2.4%	-10.6%	-0.9%	-1.6%	-0.6%	-0.8%	-1.9%	-14.5%
C=CCn1c(CCSCc2ccc(OC)c(C)c2)n[nH]c1=S	-16.1%	-3.0	-10.1%	-27.5%	-2.1%	-15.5%	-2.5%	1.5%	u	-14.2%	2.51µM*
CCN1CCN(c2nc3c(C)cccn3c(=O)c2/C=C(\C#N)S(=O)(=O)c2ccc(C)cc2)CC1	-1.7%	0.0	-7.6%	-19.2%	u	-5.4%	2.7%	-0.3%	-2.3%	9.4%	-25.3%
CCN1CCN(C(c2cccc(OC)c2)c2sc3nc(C)nn3c2O)CC1 (centres undefined)	-3.8%	-2.6	-3.1%	-10.5%	-13.3%	-8.1%	-1.3%	1.3%	16.2%	6.2%	-10.5%
CC1CC(C)(C)NC(=O)O1 (centres undefined)	9.1%	9.4	-3.1%	-3.0%	-0.5%	-6.7%	-3.6%	4.1%	0.7%	1.9%	-5.5%
O=C(CCCC(=O)N1CCCC1)N1CCCC1	0.1%	-0.5	11.6%	2.8%	-6.7%	17.8%	12.5%	-5.3%	u	x	-4.5%

Some of the entries above in a different format.
| mol | FLuc modulator | KCNH2 3.1 inh | Rab9 prom act | Menin MLL FP TR | MBNL1-CUG inh | Gal4-VP16 FLuc | Mito fusion act | NPC1 promoter act | ELG1 repair inh | PKM2 act | RORgamma inh |
| --- | --- | --- | --- | --- | --- | --- | --- | --- | --- | --- | --- |
| CN1C(=O)CC(c2ccccc2)CC1=O | -0.3% | 7.8 | -4.2% | x | x | x | 5.6% | 2.8% | 6.1% | x | x |
| CCOC(=O)C1=C(COc2ccccc2)NC(=O)NC1c1ccc(Cl)cc1 (centres undefined) | 5.6% | 8.1 | -2.2% | -9.7% | -1.8% | -5.4% | 7.5% | -1.8% | 7.3% | 2.8% | 30.0% |

Going on with the list.
SMILES	FLuc modulator	KCNH2 3.1 inh	Rab9 prom act	Menin MLL FP TR	MBNL1-CUG inh	Gal4-VP16 FLuc	Mito fusion act	NPC1 promoter act	ELG1 repair inh	PKM2 act	RORgamma inh
O=S(=O)(NC1CCCC1)c1cccc(S(=O)(=O)N2CCC(n3nnc4ccccc43)CC2)c1	-2.4%	-3.0	-7.8%	3.8%	13.2%	-9.4%	3.1%	-2.6%	u	1.6%	6.5%
Cc1cccc(CCNC(=O)C2CCC(CNS(=O)(=O)c3cccs3)CC2)c1 (centres undefined)	0.0%	1.4	-1.2%	-4.3%	2.2%	-3.6%	-2.2%	-2.5%	17.7%	-0.1%	6.5%
Cn1c(-c2ccccc2)cc2c3no[n+]([O-])c3ccc21	13.5µM*	0.4	-27.7%	-16.0%	5.2%	u	-12.5%	u	4.8%	0.6%	6.31µM*
CC(C)c1ccc(NC(=O)COc2ccc(F)cc2C(=O)c2cnn(-c3ccccc3)c2)cc1	9.53µM*	-22.0	u	-9.4%	-16.2%	-16.4%	-1.7%	0.3%	u	-1.0%	7.8%
O=C(COc1ccc(/C=N/NS(=O)(=O)c2ccccc2)cc1)Nc1ccc(F)cc1	u	-33.1	8.9%	u	2.9%	-0.5%	0.9%	-4.3%	2.3%	7.1%	1.3%
CC(C)Oc1ccc(C2CC(=O)N(Nc3ccc([N+](=O)[O-])cc3[N+](=O)[O-])C2=O)cc1 (centres undefined)	0.6%	21.0	2.5%	x	u	-7.4%	-2.0%	-2.5%	0.0%	-2.4%	43.8%
CCOc1ccc(-c2nc(N)ncc2-c2ccccc2)c(O)c1	0.7%	2.3	-8.9%	6.9%	1.7%	u	14.0%	-2.0%	-17.7%	-0.5%	0.5%
CCN(CC)S(=O)(=O)c1ccc2c(c1)nc(SCC(=O)N1CCOCC1)n2-c1ccccc1OC	-1.9%	-0.9	4.9%	3.4%	u	4.2%	1.6%	-4.3%	-24.5%	-0.7%	4.1%
N#Cc1ccc(CSc2nnc(-c3cccnc3)o2)cc1	-0.5%	5.1	-2.2%	-1.0%	-20.4%	-16.8%	-5.1%	-5.6%	10.9%	-2.2%	-10.3%
CC(C)CCNC(=O)c1ccc2nc[nH]c2c1	u	1.6	15.7%	-23.0%	-3.7%	-22.1%	-2.2%	2.8%	u	-0.5%	20.2%
